HIV RNase H inh = inhibitors of HIV-1 reverse transcriptase RNase H; P04585; RT-RNase H RNA/DNA duplex cleavage, fluorescence; inhibition, % at 10 µM; 65,000 tested, 1.9% active; AID 565; in the data active means inhibition above about 50%
RmlC RmlD mix = inhibitors of RmlC and RmlD coupled enzymes | RmlC/RmlD coupled enzyme inhibition, 384-well mixture HTS | inhibition, % at 5.5 µM | 110,000 tested, 0.39% active | AID 1532; in the data active means inhibition above about 30%, passing the limit was not always enough; further: strong numbers were not always called active
Starred values were filed as active, the others as inactive; x = no result given. Only part of the results is shown. The share of hits here may be higher or lower than overall.

SMILES	HIV RNase H inh	RmlC RmlD mix
CC(C)(C)n1nc2c(c1NC(=O)Cc1cccs1)CSC2	4	-5
COc1cc(OC)nc(Oc2ccccc2C(=O)Oc2ccc(F)cc2Cl)n1	x	-6
CCCSC1=C(C#N)C(c2ccccc2C)CC(=O)N1 (stereo unspecified)	14	-8
COCCNC(=O)c1c(N)n(Cc2ccco2)c2nc3ccccc3nc12	x	19
Cc1ccc(NC(=O)CNc2ccc(OC(C)C)cc2)cc1	x	-10
Cc1ccccc1CN1CCCNC1=O	-11	-9
O=C1c2ccccc2S(=O)(=O)c2cc(C(=O)N3CCN(c4c(Cl)cncc4Cl)CC3)ccc21	x	19
CS(=O)(=O)N(CC(=O)N1CCCCC1)c1ccc(Cl)c(C(F)(F)F)c1	x	-13
Fc1ccc(/C=N/n2c(-c3cccs3)n[nH]c2=S)cc1	x	-13
Cc1ccc2c(c1)c(C)c(C)n2CC(O)Cn1nc(C)c(Br)c1C (stereo unspecified)	-7	5
Cc1nc(NS(=O)(=O)c2ccccc2C)c2c3c(sc2n1)CCC3	x	-8
CCCN1/C(=C(/C#N)C2=NS(=O)(=O)c3ccccc32)N(C)c2ccccc21	-13	0
CCCCCCSc1nsc(N)n1	x	-37
Cc1oc2c(C)c3oc(=O)c4c(c3cc2c1C)CCC4	-6	-8
O=C1Nc2ccc(F)cc2C12Nc1ccccc1-c1nnc(SCc3ccccc3)nc1O2 (stereo unspecified)	x	3
CCOC(=O)C1Sc2[nH]c(=O)sc2C(c2ccc(Cl)cc2)C1C(=O)OCC (stereo unspecified)	x	11
O=S(=O)(c1cccs1)N1CCc2ccccc21	-105	-6
O=C(CN1CCC(C(=O)c2ccc(F)cc2)CC1)Nc1ccccc1	28	15
COc1cc2c(cc1NC(=O)c1cccnc1)CCCC2	-9	1
O=S(=O)(NCCc1ccccc1)c1cccc2nsnc12	x	5
CC1(C)CC(=O)C=C(NNC(=O)c2ccccc2O)C1	x	-4
COc1ccc(NC(=O)CN2CCN(CC(=O)Nc3ccccc3Cl)CC2)cc1	-19	-9
C=C(C)C1CC=C(CN2CCC(O)CC2)CC1 (stereo unspecified)	x	12
O=C(CCN1C(=O)/C(=C/c2cccc(Br)c2)SC1=S)NNC(=O)c1cccnc1	x	-11
ClC1=CCC2CN(CCN3CCCCC3)CC2C1 (stereo unspecified)	-5	-10
CCOc1ccc(OCCOCCN2CCOCC2)cc1	x	-8
O=c1cc(CN2CCN(c3ccc(F)cc3)CC2)c2cc3c(cc2o1)CCCC3	x	-9
CCOC(=O)c1cc2c(=O)n3cc(C)ccc3nc2n(Cc2cccnc2)c1=N	-51	x
Cc1ccc(N(CC(=O)Nc2cc(Cl)ccc2Oc2ccccc2)S(C)(=O)=O)c(C)c1	x	0
Cc1ccc(NC(=O)COC(=O)C2CC2C)c(S(=O)(=O)N2CCCCC2)c1 (stereo unspecified)	2	1
COc1ccc2nc(NC(=O)c3cccc(OCc4c(C)noc4C)c3)sc2c1	3	x
Cc1csc(NC(=O)c2cc3c(s2)CCC3)n1	-8	-6
Cc1cc(N2CCN(C(=O)c3ccco3)CC2)n2ncnc2n1	-5	-9
CS(=O)(=O)N(CC(=O)N1CCN(Cc2ccc3c(c2)OCO3)CC1)Cc1ccc(Cl)cc1	x	10
Cc1cc(C)n2nc(SCc3nnc(SCc4ccccc4Cl)s3)nc2n1	x	5
COc1ccc(C2C(C(C)=O)=C(O)C(=O)N2CCCn2ccnc2)cc1OC (stereo unspecified)	-4	-9
O=C(O)CSc1nnc(CNc2ccc(Cl)cc2)n1Cc1ccccc1	-10	7
CCCCSc1nc2c(cnn2-c2ccc(C)c(C)c2)c(=O)[nH]1	15	-14
CN(C)C(=O)N1CCC(C(=O)NC2CCCCCCC2)CC1	-4	4
O=C(CCC1CCCC1)NCc1cccs1	x	-15
COc1ccc(OC)c(C2=NOC(C(=O)Nc3c(C)n(C)n(-c4ccccc4)c3=O)C2)c1 (stereo unspecified)	-7	8
COc1ccc(-c2coc3cc(O)ccc3c2=O)cc1	x	-2
COc1ccc(-n2c(CNC(=O)c3cc(OC)c(OC)c(OC)c3)n[nH]c2=S)cc1	-1	-4
O=c1oc2cc(O)ccc2c2c1CCCC2	-28	126*
Cc1nonc1NC(=O)OC1CCCCC1	-3	-9
O=C(CC1OC(=O)c2ccccc21)c1ccco1 (stereo unspecified)	-7	41
O=C(Nc1nnc(C2CCCCC2)s1)c1ccco1	-17	-7
COC(=O)C1=C(c2cccc(OC)c2OC)C[C@@H]2CC[C@H]1N2C(=O)NCCCOC(C)C	x	5
Cc1ccc(Nc2cc(=O)n(C3CCCCC3)c(=O)[nH]2)cc1C	15	-6
CCNC(=S)N/N=C/c1cccs1	x	2

Reprinted at random: 2 compounds from above.
SMILES	HIV RNase H inh	RmlC RmlD mix
CCNC(=S)N/N=C/c1cccs1	x	2
COc1ccc(-c2coc3cc(O)ccc3c2=O)cc1	x	-2

(further entries)
SMILES	HIV RNase H inh	RmlC RmlD mix
COc1cc2nc(C3CCC3)n(NC(=O)COc3ccccc3)c(=O)c2cc1OC	-73	-12
COc1ccc(-c2ccc(C3C(C#N)=C(N)Oc4n[nH]c(C)c43)o2)cc1 (stereo unspecified)	x	-92
O=C(Nc1nnc(C23CC4CC(CC(C4)C2)C3)s1)c1ccco1	6	5
O=C(CCCn1c(=O)[nH]c2ccccc2c1=O)NC1CCCCCC1	-7	6
O=C(NCc1cccs1)C1CCC(CNS(=O)(=O)c2cccs2)CC1 (stereo unspecified)	2	0
CS(=O)(=O)N1CCN(c2ccc(NC(=O)c3ccc(-c4ccc(Cl)cc4)o3)cc2)CC1	x	-10
COc1ccc(NC(=O)CSc2nnc(-c3ccccc3C)n2N)cc1OC	-3	3
O=C(Nc1cccc(Cl)c1)N(CCN1CCOCC1)Cc1ccccc1F	x	-11
Cc1sc(NC(=O)c2ccco2)c(C(c2cccnc2)N2CCN(C)CC2)c1C (stereo unspecified)	x	-11
CCCCOC(=O)C1Cc2ccccc2C(=O)O1 (stereo unspecified)	-20	4

Given with bars between the fields: 21 of the compounds above.
SMILES | HIV RNase H inh | RmlC RmlD mix
O=C(O)CSc1nnc(CNc2ccc(Cl)cc2)n1Cc1ccccc1 | -10 | 7
CCCCSc1nc2c(cnn2-c2ccc(C)c(C)c2)c(=O)[nH]1 | 15 | -14
CN(C)C(=O)N1CCC(C(=O)NC2CCCCCCC2)CC1 | -4 | 4
O=C(CCC1CCCC1)NCc1cccs1 | x | -15
COc1ccc(OC)c(C2=NOC(C(=O)Nc3c(C)n(C)n(-c4ccccc4)c3=O)C2)c1 (stereo unspecified) | -7 | 8
COc1ccc(-c2coc3cc(O)ccc3c2=O)cc1 | x | -2
COc1ccc(-n2c(CNC(=O)c3cc(OC)c(OC)c(OC)c3)n[nH]c2=S)cc1 | -1 | -4
O=c1oc2cc(O)ccc2c2c1CCCC2 | -28 | 126*
Cc1nonc1NC(=O)OC1CCCCC1 | -3 | -9
O=C(CC1OC(=O)c2ccccc21)c1ccco1 (stereo unspecified) | -7 | 41
O=C(Nc1nnc(C2CCCCC2)s1)c1ccco1 | -17 | -7
COC(=O)C1=C(c2cccc(OC)c2OC)C[C@@H]2CC[C@H]1N2C(=O)NCCCOC(C)C | x | 5
Cc1ccc(Nc2cc(=O)n(C3CCCCC3)c(=O)[nH]2)cc1C | 15 | -6
CCNC(=S)N/N=C/c1cccs1 | x | 2
COc1cc2nc(C3CCC3)n(NC(=O)COc3ccccc3)c(=O)c2cc1OC | -73 | -12
COc1ccc(-c2ccc(C3C(C#N)=C(N)Oc4n[nH]c(C)c43)o2)cc1 (stereo unspecified) | x | -92
O=C(Nc1nnc(C23CC4CC(CC(C4)C2)C3)s1)c1ccco1 | 6 | 5
O=C(CCCn1c(=O)[nH]c2ccccc2c1=O)NC1CCCCCC1 | -7 | 6
O=C(NCc1cccs1)C1CCC(CNS(=O)(=O)c2cccs2)CC1 (stereo unspecified) | 2 | 0
CS(=O)(=O)N1CCN(c2ccc(NC(=O)c3ccc(-c4ccc(Cl)cc4)o3)cc2)CC1 | x | -10
COc1ccc(NC(=O)CSc2nnc(-c3ccccc3C)n2N)cc1OC | -3 | 3

Remaining list, next part
SMILES	HIV RNase H inh	RmlC RmlD mix
COc1cccc(NC(=O)Cn2nnc(C(=O)Nc3ccccc3)c2N)c1	6	3
CCN1C(=O)C2C(c3ccccc3F)NC(Cc3ccc(O)cc3)(C(=O)OC)C2C1=O (stereo unspecified)	-4	-3
CCOC1(OCC)N=C(N)C2(C#N)C(c3ccc(NC(C)=O)cc3)C12C#N (stereo unspecified)	-9	1
Cc1ccc(-c2nn(-c3ccccc3)cc2/C=N/NC(=O)c2ccc3c(c2)OCO3)cc1	x	5
CC(C)(C)c1[nH]c2ccccc2c1/C=N/O	x	0
COc1ccccc1-c1nc(C#N)c(N2CCN(C(c3ccccc3)c3ccccc3)CC2)o1	17	7
CN(C)CCN(Cc1ccccc1)c1nccc(N(C)C)c1C#N	x	-4
N#Cc1ccc(-c2ccco2)nc1SCC(=O)c1ccc(Cl)cc1	9	9
O=C(CSc1nnc(CNc2ccc(F)cc2)n1CC1CCCO1)Nc1ccccc1 (stereo unspecified)	x	-1
COc1cccc(C(=O)NCc2ccc(N3CCN(C(=O)OC(C)(C)C)CC3)cc2)c1	x	5
COc1ccc(NC(=O)Nc2cccc(C(=O)N3CCOCC3)c2)cc1OC	2	-15
COc1ccc(C(=O)CSc2nc(C)cc(=O)[nH]2)cc1	-2	5
Cc1sc2nc(SCC(=O)NCc3ccco3)[nH]c(=O)c2c1C	-2	-6
Oc1ccc(Br)cc1/C=N/N1CCN(Cc2ccccc2)CC1	x	-4
CCOC(=O)Cc1csc(NC(=O)CCN2C(=O)c3ccccc3C2=O)n1	-3	-13
O=C1c2cccnc2C(O)N1Cc1cccs1 (stereo unspecified)	-27	8
Cc1cc2c(c(C)nn2-c2ccccc2)c(=O)o1	-11	9
CC(C)(C)c1ccc(C2C3=C(CCCC3=O)NC3=C2C(=O)c2ccccc23)cc1 (stereo unspecified)	x	7
Cc1cc(Oc2ccc(C(C)(C)C)cc2)nc(N2CCOCC2)n1	x	7
CC(NC(=O)c1ccc(S(=O)(=O)N(C)C)cc1)c1ccccc1 (stereo unspecified)	-5	-3
CCn1c(O)c(/C=N/n2cnnc2)sc1=S	61*	-86
CCOC(=O)CSc1n[nH]c(NC(=O)c2cccc(C(F)(F)F)c2)n1	x	32
CC(/C=N\N1CCN(c2ccc(Cl)cc2)CC1)=C\c1ccccc1	x	-12
CCCCC(=O)Nc1ccc2c(c1)nc1n2CCSC1	4	-15
O=C(Cn1cnc2c(cnn2-c2ccc(F)cc2)c1=O)N1CCCc2ccccc21	-15	-13
Cc1ccc(-c2csc3nnc(SCC(=O)Nc4cccc(C)n4)n23)cc1	2	x
COc1ccc(-c2nn3c(-c4cccc(C)c4)nnc3s2)cc1OC	-12	9
CCOC(=O)N1CCN(C(=O)NC2CCCCC2)CC1	x	10
O=C(NCCO)c1ccccc1O	x	-10
Cc1nnc(SCC(=O)OC2CC(C)CCC2C(C)C)[nH]c1=O (stereo unspecified)	x	3
O=C(NCc1cc(C(F)(F)F)cc(C(F)(F)F)c1)C1CC(c2ccc(C(F)(F)F)cc2)=NO1 (stereo unspecified)	x	2
Cc1ccc(C(=O)NCc2cccs2)cc1S(=O)(=O)N1CCCCC1	1	19
Cc1cc(C(=O)CSc2nncs2)c(C)n1-c1ccc2c(c1)OCO2	-66	-1
Cc1ccc(-c2c3c(=O)n(C)c(=O)n(C)c3cn2CCCN2CCOCC2)cc1	-8	22
CN(Cc1ccccc1)C(=O)CN(Cc1ccccc1)S(C)(=O)=O	x	-17
C/C(Cn1nnc([N+](=O)[O-])n1)=N\NC(=O)c1ccccc1	x	-7
COc1ccc(CN2C3CCCC2CC(NC(=O)Nc2cccc(C)c2)C3)cc1 (stereo unspecified)	x	10
CCOc1ccc(CC(=O)NNC(=S)Nc2ccccc2)cc1Br	x	6
O=C(Cn1cc(C(=O)c2cccs2)c2ccccc21)NC1CCCCC1	x	7
O=C(O)COc1ccccc1C1C2C(=O)N(c3ccccc3)C(=O)C2ON1c1ccccc1 (stereo unspecified)	15	-11
CCOC(=O)c1[nH]c(C)c(C(=O)Nc2ccc(C)c(F)c2)c1C	-1	9
CC(C)Cn1c2ccccc2c2cc(C(=O)O)ccc21	x	9
CN(C)CCNc1oc(-c2ccccc2F)nc1C#N	-9	46*
COc1ccc(S(=O)(=O)N(C)CC(=O)Nc2ccc(F)cc2)cc1	-12	-13
Cc1cc(C)n(C(=O)CCCCCCCCC(=O)n2nc(C)cc2C)n1	x	-164
N#CC(=C=[N-])c1nc2ccccc2nc1-[n+]1ccccc1	x	-22
CN1CCNC(=O)C1CC(=O)O (stereo unspecified)	4	5
CC1CCCN(C(c2cccs2)c2nnnn2Cc2ccccc2)C1 (stereo unspecified)	x	-8
COc1cccc(C(=O)OCc2ccccc2C#N)c1O	-38	4
CCOc1ccc2nnnn2n1	-4	-24

Other compounds
SMILES	HIV RNase H inh	RmlC RmlD mix
COc1ccc(C(c2c(C)[nH]n(C(N)=S)c2=O)C(C#N)C#N)cc1 (stereo unspecified)	x	-14
C=CCOc1c(Br)cc(CNc2nccs2)cc1OC	x	47
CN(C(=O)c1cccc(C#N)c1)c1nnc(-c2ccccn2)s1	-15	36*
CCCCn1c(O)c(C=NC2CC3CCC2(C)C3(C)C)c(=O)[nH]c1=O (stereo unspecified)	-3	1
COc1cccc(C(C(=O)NC2CCCC2)N(Cc2ccccc2OC)C(=O)c2ccco2)c1 (stereo unspecified)	x	3
O=c1c2c3c(sc2ncn1/N=C/c1ccco1)CCCC3	-7	95
CCOC(=O)CN1N=C(/C=C/c2ccc(OC)cc2)CCC1=O	x	8
COc1ccc(NC(=S)NCC2CCCO2)c(OC)c1 (stereo unspecified)	x	-6
O=C1CN(C(=O)COc2ncnc3ccccc23)c2ccccc2N1	x	-3
O=C(NCc1ccc(F)cc1)C1CCCN(S(=O)(=O)c2cccnc2)C1 (stereo unspecified)	-10	-7
C[C@@H]1C[C@H](Nc2ccccc2)c2ccccc2N1C(=O)c1cccnc1	-1	4
